# Glioma ERSR ind: qHTS for Inducers of the Endoplasmic Reticulum Stress Response (ERSR) in Human Glioma: qHTS; U87-MG GRP78 promoter luciferase reporter, 16 h; AID 602332, 2012; Potency, µM, inactives show at the highest dose activation, usual class: activators; 0.02% of 420,000 active; also: potency is read from the fitted curve at half-maximal effect; series mostly up to about 76 µM; % of control where 0% means no effect; nearly all actives have a fitted effect of over 35% in size
#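 ERSR induction read as luciferase luminescence (Bright-Glo, 10 min at room temperature) in stably transfected human U87-MG glioma cells exposed to compounds for 16 h, using GRP78 as sensor.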
# Vif-APOBEC3G blk: qHTS for Inhibitors of Vif-A3G Interactions: qHTS. Potency, µM (series often up to 46.1 µM), inactives show at the top dose activity, negative = active, usual class: inhibitors. AID 602310, 2012. 0.076% of 410,000 active. DNA dC->dU-editing enzyme APOBEC-3G (Homo sapiens), Q9HC16. HeLa A3G-eYFP + Vif (tagged APOBEC3G with the HIV-1 protein that degrades it), YFP fluorescence, overnight;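 also: potency is read from the fitted curve at half-maximal effect; % is scaled to controls: 0 for no effect and ±100 for the full control effect; nearly all actives have a fitted effect of over 60% in size; hits raise eYFP signal because A3G escapes Vif-driven loss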
# Target sequence (Q9HC16 whole entry, looked up): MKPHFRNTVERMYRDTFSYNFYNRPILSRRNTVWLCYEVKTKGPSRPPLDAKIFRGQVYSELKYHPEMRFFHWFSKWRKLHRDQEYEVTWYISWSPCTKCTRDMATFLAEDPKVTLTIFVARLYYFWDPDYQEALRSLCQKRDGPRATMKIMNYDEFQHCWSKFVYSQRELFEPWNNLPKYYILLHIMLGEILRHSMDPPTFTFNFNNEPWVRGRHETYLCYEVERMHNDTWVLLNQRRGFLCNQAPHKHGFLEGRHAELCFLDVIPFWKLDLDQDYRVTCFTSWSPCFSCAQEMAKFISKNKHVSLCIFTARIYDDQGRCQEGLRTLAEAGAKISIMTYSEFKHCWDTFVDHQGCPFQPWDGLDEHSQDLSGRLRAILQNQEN
#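 HeLa cells stably expressing Vif and C-terminally eYFP-tagged A3G, seeded overnight at 37 deg C, then exposed to compound by pintool overnight at 37 deg C. Rise in yellow fluorescence (Ex 488/Em 500-530, Acumen) marks blocked Vif-driven A3G degradation.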
# ERG Ets-DNA blk: qHTS for Small Molecule Inhibitors of the ERG Ets/DNA interaction; AID 624246, 2012; Potency, µM (titrated, usually from 76.9 µM), for the others: at the top dose FP activity, negative = inhibition, hits mostly inhibitors; fluorescence polarization, His-ERG Ets domain / labelled DNA; Transcriptional regulator ERG (Homo sapiens), P11308; 0.028% of 370,000 active; active = well fitted inhibition curve with a large enough effect in the polarisation, with a control signal flat; inconclusive = small, poorly fitted or top-dose-only effect, or effect the other way, or a change in a side signal; inactive = no such curve, though single readings can be large or run the other way; the % refers to the polarisation;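 also: polarization taken with two DNA probes labelled with fluorescein and Texas red; potency is read from the fitted curve at half-maximal effect; % of control where 0% means no effect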
#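 His-tagged ERG Ets domain (1 uM in the protein solution; 300mM KCl, 50mM Tris-HCl, 1mM EDTA, 1mM DTT, pH 7.5) received compound, then a probe mix of 5 nM fluorescein-DNA and 100nM Texas-615-DNA. Fluorescence polarization was read for both dyes.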
# LDHA block: qHTS assay for inhibitors of human lactate dehydrogenase. activity change, % (values are at about 110 or 230 µM). 0.15% of 480,000 active. L-lactate dehydrogenase A chain (Homo sapiens), P00338. purified LDHA, NADH/diaphorase-resazurin fluorescence; stronger effect = lower value. AID 1347041, 2019; in the data active = activity change below about -30%; inconclusive = mostly about -25% to -30%;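 also: plate controls were DMSO wells for no effect and wells without enzyme for full effect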
#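 LDH5 2 nM; NADH 0.06 mM, pyruvate 0.2 mM; 200 mM Tris pH 7.4, EDTA, Tween-20; 5 min RT. Detection: diaphorase 0.133 mg/mL + resazurin 37 µM, fluorescence ex540/em590 at 0 and 20 min; normalized to enzyme-free and DMSO wells.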
# D2 antagonist: HTS Assay for Allosteric Antagonists of the Human D2 Dopamine Receptor: Primary Screen for Antagonists. D(2) dopamine receptor (Homo sapiens), P14416. HEK293 TREx D2 cells, calcium flux, dopamine EC80. inhibition, % at 10 µM. 2% of 340,000 active. AID 485344, 2010; in the data active = inhibition above about 30%; also: 0% is about no effect
# Target sequence (P14416 whole entry, looked up): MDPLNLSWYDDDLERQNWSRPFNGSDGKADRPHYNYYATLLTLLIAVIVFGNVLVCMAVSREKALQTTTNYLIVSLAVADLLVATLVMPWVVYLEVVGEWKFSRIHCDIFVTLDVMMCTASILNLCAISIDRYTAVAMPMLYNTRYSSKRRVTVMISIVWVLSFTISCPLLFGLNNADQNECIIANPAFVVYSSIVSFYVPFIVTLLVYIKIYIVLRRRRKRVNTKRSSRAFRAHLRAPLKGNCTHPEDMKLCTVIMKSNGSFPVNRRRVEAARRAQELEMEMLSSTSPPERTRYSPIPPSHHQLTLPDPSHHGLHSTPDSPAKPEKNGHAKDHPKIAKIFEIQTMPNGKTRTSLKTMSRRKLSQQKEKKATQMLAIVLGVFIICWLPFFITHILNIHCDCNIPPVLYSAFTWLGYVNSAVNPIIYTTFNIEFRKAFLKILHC
#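 HEK293 T-REx D2 cells, tet-induced, calcium dye no-wash. Cpd pintool add, 180 s kinetic, then EC80 DA, 180 s kinetic. Ca flux read.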
# 12-LOX inh: Primary qHTS assay for inhibitors of human arachidonate 12S-lipoxygenase (ALOX12): Round 2; Polyunsaturated fatty acid lipoxygenase ALOX12 (Homo sapiens), P18054; 1.1% of 580,000 active; purified 12hLO, xylenol orange hydroperoxide absorbance; Potency, µM (doses to about 108 µM), without a hit: at the highest dose activity change, negative = inhibition, most hits filed as inhibitors; also: potency is read from the fitted curve at half-maximal effect; % is scaled to controls: 0 for no effect and ±100 for the full control effect
#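 Purified human 12hLO (150 nM final) in 25 mM Hepes, 0.01% Triton X-100, pH 7.0 was preincubated 15 min at room temperature with compound. Then 40 uM arachidonic acid was added, 30 min. Hydroperoxide was read by Fe-XO absorbance ratio 573/405 nm.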
# Vif-APOBEC3F blk: qHTS for Inhibitors of Vif-A3F Interactions: qHTS; HeLa A3F-eYFP + Vif (tagged APOBEC3F with the HIV-1 protein that degrades it), YFP fluorescence increase; Potency, µM (series often up to 46.1 µM), for the others: top-dose activity, negative = active; 0.2% of 390,000 active; AID 602313, 2012; also: potency is read from the fitted curve at half-maximal effect; % of control where 0% means no effect; nearly all actives have a fitted effect of over 65% in size
#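 HeLa cells stably expressing A3F-eYFP plus Vif, plated and incubated overnight at 37 deg C, then exposed to compounds overnight at 37 deg C. Blocked degradation read as raised yellow fluorescence (Ex 488/Em 500-530).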
# RGS4 inh: Inhibitors of Regulator of G Protein Signaling (RGS) 4: qHTS; Regulator of G-protein signaling 4 (Homo sapiens), P49798; Transcreener GDP fluorescence polarization, RGS4-accelerated GTP hydrolysis; Potency, µM (highest dose often 114 µM), for the others: at the top dose activity change, negative = inhibition, most hits filed as inhibitors; 0.039% of 390,000 active; AID 504845, 2011; also: potency is read from the fitted curve at half-maximal effect; % is scaled to controls: 0 for no effect and ±100 for the full control effect; nearly all actives have a fitted effect of over 75% in size; some results filed as inactive show a strong effect at the top dose
# Target sequence (P49798 whole entry, looked up): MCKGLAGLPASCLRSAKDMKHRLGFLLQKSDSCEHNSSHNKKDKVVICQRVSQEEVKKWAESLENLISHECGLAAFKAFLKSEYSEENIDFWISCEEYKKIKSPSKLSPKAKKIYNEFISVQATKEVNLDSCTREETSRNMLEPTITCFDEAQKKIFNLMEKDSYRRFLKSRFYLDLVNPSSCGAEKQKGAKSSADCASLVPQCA
#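 MLSMR compounds (23 nl, pin-transferred) preincubated 10 min at room temperature with a 500nM (2x) first reagent, then RGS4 at 900nM (2x) plus Transcreener GDP mix added; fluorescence polarization (620/688 nm) read before and after 90 min at 30 °C.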
# D2 agonist: HTS Assay for Allosteric Agonists of the Human D2 Dopamine Receptor: Primary Screen for Agonists | HEK293 T-REx D2 cells, calcium flux agonist mode | activation, % at 2 µM | 0.53% of 340,000 active | AID 485358, 2010;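 active = activation over 3 SD above normal in the single-dose calcium agonist read, cut at about 30% in these data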; also: 0% is about no effect
#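 Agonism is scored from calcium flux in a force-coupled, inducible HEK293 cell line expressing D2, read kinetically for 180 s after compound addition against dopamine controls.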
# * hit, by the source's call; ? = inconclusive; / = not tested or not shown; & = joins results of further samples; [ ] = another dose, or the depositor's remark. Unless noted, calls follow the shape of the dose curve; as a rule, active = well fitted curve in the direction sought with a large enough effect; inconclusive = small, poorly fitted or top-dose-only effect, or another doubt; inactive = no such curve, though single readings can be large; an effect the other way counts as inactive or inconclusive. Some of the compounds tested; the hit share may differ from the screen's.
SMILES,Glioma ERSR ind,Vif-APOBEC3G blk,ERG Ets-DNA blk,LDHA block,D2 antagonist,12-LOX inh,Vif-APOBEC3F blk,RGS4 inh,D2 agonist
C/C(=N\NC(=O)c1ccccc1)c1cccc(Br)c1,6%,5%,-1%,-2,13,-1%,-9%,-3%,-0.4
Oc1ccc(Br)cc1C=Nc1ccc2[nH]ncc2c1,-4%,3%,-4%,16,-13,-13%,8%,-8%,0.2
Cc1cc(C)c(-n2c(C)cc(/C=C3/NC(=O)NC3=O)c2C)c(C)c1,-2%,-4%,-5%,2,-7,?,/,-30%,-0.9
CCOC(=O)c1nn(-c2c(C)n(C)n(-c3ccccc3)c2=O)cc1O,0%,-3%,8%,0,9,-2%,5%,2%,-0.2
O=C(NCCn1ccc2ccccc21)C1CCCCC1,-1%,1%,7%,-2,14,11%,0%,-13%,-0.2
CCOC(=O)c1c(NC(=O)c2ccc(-n3cnnn3)cc2)sc2c1CCCC2,-5%,0%,/,-3,-1,/,8%,3%,-0.3
CCOC(=O)c1cnc2cc(C)nn2c1-c1ccccc1,-2%,-8%,6%,-7,-7,0%,-10%,-14%,-0.7
COc1ccc(CNC(=O)CC23CC4CC(CC(C4)C2)C3)cc1,-2%,0%,-4%,-4,3,-11%,-28%,12%,0.3
O=S(=O)(NCCC1=CCCCC1)c1cccc(S(=O)(=O)N2CCOCC2)c1,4%,6%,-2%,6,-8,22%,11%,-87%[11.4 µM],-1.6
CC1=NC(C(F)(F)F)(C(F)(F)F)C(C#N)=C(C)N1,-1%,-1%,/,-13,-4,6%,-7%,11%,0.9
CCCS(=O)(=O)c1ncc(Cl)c(C(=O)Nc2ccc(S(=O)(=O)Nc3ncccn3)cc2)n1,-4%,-2%,-1%,-1,-2,-11%,-4%,-35%,0.7
O=C(CS(=O)(=O)c1ccccc1)N(CCCN1CCOCC1)c1nc2c(F)cccc2s1,2%,-1%,/,-2,-25,?,0%,0%,0.0
Cc1cccc(C2=Nc3ccccc3N=C(c3cc(Cl)ccc3O)C2)c1,-2%,1%,-2%,-1,/,11%,-7%,21%,-2.3
COn1c(=O)c(-c2cccs2)[n+]([O-])c2ccccc21,3%,-8%,-7%,8,7,?,/,-36%,0.0
O=C(NCCc1ccccc1)C1CCC(CNc2nc(=S)[nH]c3ccccc23)CC1 (stereo not drawn),17%,-3%,2%,-7,-14,-7%,-6%,1%,0.5
CCCn1c(=O)c2sccc2n2c(CCCC(=O)NC3CCC(C)CC3)nnc12 (stereo not drawn),-1%,0%,-1%,-13,/,0%,2%,-3%,0.2
COc1ccc(-c2cc(C(F)(F)F)nc(SCC(=O)NCCCN3CCOCC3)n2)cc1,-1%,-1%,-5%,-3,9,-11%,1%,13%[11.4 µM],0.2
CSc1ccc(OC2CCCCC2NS(=O)(=O)c2ccccc2)cc1 (stereo not drawn),3%,2%,1%,-2,7,-7%,4%,6%[11.4 µM],-0.7
COC(CNC(=O)CCc1c(C)nc2c(-c3ccc(F)cc3)c(C)nn2c1C)OC,-7%,2%,4%,-1&-15,6,10%&-4%,-13%,-2%[56.9 µM],-1.2
CCOC(=O)c1c(C)[nH]c(C)c1C(=O)COC(=O)c1ccc([N+](=O)[O-])s1,-2%,-23%,-7%,3,-5,0%,-8%,-28%,-0.4
COc1ccc(Cl)cc1NS(=O)(=O)c1cccc(C(=O)NCC(C)(C)N2CCOCC2)c1,-8%,-6%,9%,3,-22,18%,0%,3%,0.5
Cc1noc(C)c1CSCC(=O)Nc1ccc(S(C)(=O)=O)cc1,-4%,0%,2%,-11,12,259%[activator],-3%,25%,0.1
N#Cc1cn(OCc2ccccc2)c(=O)[nH]c1=O,-4%,2%,0%,-7,-2,-5%,-12%,9%,0.6
N#CC1C(C#N)N2CCCN2C1c1ccc(Cl)cc1 (stereo not drawn),-5%,1%,-11%,4,16,26%,-2%,-59%[11.4 µM],-0.3
CC(C)(C)CC(C)(C)NC(=O)c1ccccc1,2%,2%,-2%,-5,-12,4%,2%,-4%,1.5
SMILES,Glioma ERSR ind,Vif-APOBEC3G blk,ERG Ets-DNA blk,LDHA block,D2 antagonist,12-LOX inh,Vif-APOBEC3F blk,RGS4 inh,D2 agonist
O=C(N/N=C/c1cccn1-c1cccc(C(=O)O)c1)Nc1ccccc1,3%,2%,/,1,8,1%,0%,-16%,0.5
CCOC(=O)c1ccccc1NC(=O)c1cc2ccc3cccnc3c2[nH]1,-3%,-2%,1%,-3,/,-26%,-11%,-20%,-0.5
O=C(O)CC(NC(=O)c1cccc([N+](=O)[O-])c1)c1ccc2c(c1)OCO2 (stereo not drawn),0%,-1%,-12%,-3,0,-27%,-11%,-8%,0.8
O=C(Nc1ccc(F)cc1)[C@@H](c1ccccc1)N1Cc2ccccc2C1=O,-2%,-3%,-2%,-7,/,-19%,0%,-3%,-0.3
Cc1ccc(SCc2ccc(C(=O)N3CCCC3)cc2)cc1,12%,-5%,1%,-8,10,-4%,4%,7%,-1.2
COc1ccc(-c2nc(N)nc(C(F)(F)F)c2-c2cscn2)c(O)c1,0%,0%,-3%,0,-12,11%,2%,-17%[11.4 µM],-0.6
O[C@@H]1C2CCCC1[C@]1(O)CCCCC1C2 (stereo partly drawn),-1%,0%,-5%,-3,-5,-10%,0%,26%,0.5
CCOC(=O)N1CCc2c(sc3c2c(=O)n(-c2ccc(CC)cc2)c(=O)n3CC(=O)Nc2ccc(C)cc2)C1,0%,-9%,-1%,-8,/,-21%,-11%,-1%,0.1
Cc1nn(-c2ccccc2)c(N)c1-c1ccccc1,5%,-11%,6%,-2,8,-22%,-13%,2%,-0.3
CC1(C(=O)NS(=O)(=O)c2ccc(Br)cc2)CCN1C(=O)CCc1ccccc1 (stereo not drawn),4%,-4%,/,-5,/,?,/,/,/
CCCCc1nnc(NC(=O)c2ccc(N3CCCC3=O)cc2)s1,0%,0%,5%,-3,-7,2%,-22%,8%,1.3
Cc1cnc(NC(=O)C2COc3ccccc3O2)s1 (stereo not drawn),-7%,-1%,-3%,-5,9,?,/,-3%,0.1
Cc1ccc(C)c(N2CCN(C(=O)CC3Sc4ccccc4NC3=O)CC2)c1 (stereo not drawn),-11%,0%,5%,1,10,0%,-2%,-19%,-1.0
CCOC(=O)CCNC(=O)N1CCCC(C(=O)c2ccccc2SC)C1 (stereo not drawn),-4%,1%,-1%,-8,/,0%,-10%,6%,/
CCOC(=O)c1c(C)[nH]c(C(=O)OCC(=O)Nc2cccnc2Cl)c1C,-4%,0%,-8%,-5,-14,12%,-17%,-10%,-0.8
Cc1ccc(C(=O)Nc2ccc(N3CCCCC3)cc2)cc1,1%,-5%,/,-5,/,8%,0%,8%,/
COc1cccc(NC(=O)c2sc(NC(=O)c3ccncc3)nc2C)c1,-10%,-1%,-17%,-3,-14,0%,2%,9%,-0.7
C[N+](C)(C)CCC(=O)N1C/C(=C/c2ccccc2)C(=O)/C(=C\c2ccccc2)C1,-14%,7.9µM*,4%,-9,/,-17%,?,?,/
COc1ccc(S(=O)(=O)N(C)C[C@@H]2OCc3cnnn3CCCC(=O)N([C@@H](C)CO)C[C@H]2C)cc1,-1%,-2%,/,0,/,-52%,4%,/,/
COc1ccccc1N1CC(C(=O)Nc2ccc(S(=O)(=O)N3CCCC3)cc2)CC1=O (stereo not drawn),-7%,-4%,-8%,-10,/,-2%,-10%,16%,/
O=C(O)c1ccccc1NC(=S)NC(=O)c1sc2ccccc2c1Cl,-3%,-1%,-3%,-4,-21,19%,-2%,?,-0.7
CC(c1n[nH]c(=S)n1-c1ccc(F)cc1)N1CCCCC1 (stereo not drawn),1%,0%,-6%,-13,0,?,5%,-15%,2.7
CCOC(=O)Nc1cc(OC)c(OC)cc1Cc1nccc2cc(OC)c(OC)cc12,-5%,4%,/,3,19,4%,-7%,-5%,-0.2
CC(=NNC(=O)c1cccc(S(=O)(=O)N2CCOCC2)c1)c1ccccc1,-1%,10%,2%,1,/,-2%,6%,-15%,/
CCn1cc(C(=O)NN)c(=O)c2cc(F)c(N3CCOCC3)cc21,-5%,-3%,?,-1,29,32%[activator],-13%,-13%,-0.2
O=C(C1=C(O)C(=O)N(CCN2CCOCC2)C1c1cccc([N+](=O)[O-])c1)c1cc2ccccc2o1 (stereo not drawn),-5%,-3%,/,6,/,?,-11%,/,/

# Screening data deposited in PubChem by National Center for Advancing Translational Sciences (NCATS).
